FLuc inhib CS – counter-screen for luciferase assay inhibitors: firefly luciferase inhibition. P08659. ATPLite firefly luciferase biochemical luminescence, 10 min. inhibition, % at 10 µM. 200,000 tested, 1.5% active. AID 1006;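 active means inhibition above about 50% when tested at 10 µM, limit read from the data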
Target sequence (P08659 whole entry, looked up): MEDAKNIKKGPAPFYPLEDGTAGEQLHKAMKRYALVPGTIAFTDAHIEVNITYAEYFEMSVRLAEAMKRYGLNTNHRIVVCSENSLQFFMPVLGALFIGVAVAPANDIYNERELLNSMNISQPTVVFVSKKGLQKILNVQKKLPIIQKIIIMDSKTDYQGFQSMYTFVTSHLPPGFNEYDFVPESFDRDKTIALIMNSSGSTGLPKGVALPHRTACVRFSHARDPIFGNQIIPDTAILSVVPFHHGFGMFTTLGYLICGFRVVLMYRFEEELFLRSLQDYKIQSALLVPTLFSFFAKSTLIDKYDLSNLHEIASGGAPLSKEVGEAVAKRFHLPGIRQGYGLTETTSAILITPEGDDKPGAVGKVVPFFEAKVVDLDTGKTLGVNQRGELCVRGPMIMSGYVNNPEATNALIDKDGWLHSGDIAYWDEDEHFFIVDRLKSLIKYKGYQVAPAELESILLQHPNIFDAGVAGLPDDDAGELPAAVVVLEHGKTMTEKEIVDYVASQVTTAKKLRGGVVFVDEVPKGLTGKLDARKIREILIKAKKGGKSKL
NF-kB expr up – NF-kB expression increase, human neuronal cells. 190,000 tested, 1.6% active. fold change at 12.5 µM. AID 1239. NF-kB reporter expression; stronger effect = higher value; in the data active means fold change above about 3.3
FLuc stim CS – affects firefly luciferase, flagging false hits in luciferase stimulation screens. P08659. ATPlite luciferase biochemical, luminescence, 10 min; 0 = ATP-free wells, 1 = DMSO control. activation factor at 10 µM. 200,000 tested, under 10 active. AID 1027;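 active means luciferase activation factor, scaled between plate controls, of at least 2 with compound at 10 µM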
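Assay system: Luciferase/luciferin detection reagent, cell-free biochemical luciferase assay / Read-out: luciferase activation / Benchmarks: No-ATP low control, compound-free enzyme-plus-ATP high control / Medium: PBS buffer for ATP / Detection: luminescence measurement of luciferase light output / Schedule: 10 min at ambient temperature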
STAT3 activator – increases IL-6 driven STAT3 reporter signal; U3A cells, IL-6 STAT3-luciferase reporter, luminescence; 100% = signal with IL-6 EC80 alone; activation (% of control), % at 5.6 µM; 190,000 tested, 0.91% active; AID 871;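 active means activation above the screen-wide mean of compound activation plus 3 SD, cut at about 130% in these data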;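 further: 0% = background luminescence of wells with medium and substrate only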
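Material: STAT3-luciferase reporter U3A cells; Probe or stimulus: IL-6 (33 ng/mL); Incubation: compound pre-incubation 1 h before IL-6, then 6 h stimulation at 37 °C; Technique: luminescence from STAT3-driven luciferase reporter; Evaluation: % activation versus median of IL-6-stimulated wells; Controls: IL-6-only high control.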
STAT1 blocker – inhibitors of IFN-gamma induced STAT1 signaling | NIH 3T3 STAT1-luciferase reporter, luminescence | AID 920 | inhibition, % at 5.5 µM | 200,000 tested, 0.35% active;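 active means inhibition above a set limit, the mean inhibition across all tested compounds plus 3 SD, cut at about 34% in these data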;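 further: 0% = IFN-gamma with DMSO and 100% = IFN-gamma with 300 µM nifuroxazide; values of inactives mirror those of a sister screen read the other way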
ROMK primary – modulates human ROMK potassium channel activity; B-score at 10 µM; 130,000 tested, 2% active; Tet-inducible ROMK, thallium flux fluorescence; actives lie on both sides; P48048;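 active means signal ratio slope over the read window, or its plate-corrected B-score, at least 3 SD from the plate mean, either direction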;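 further: B-score of the F/F0 ratio slope over 7 to 12 s after thallium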
Target sequence (P48048 whole entry, looked up): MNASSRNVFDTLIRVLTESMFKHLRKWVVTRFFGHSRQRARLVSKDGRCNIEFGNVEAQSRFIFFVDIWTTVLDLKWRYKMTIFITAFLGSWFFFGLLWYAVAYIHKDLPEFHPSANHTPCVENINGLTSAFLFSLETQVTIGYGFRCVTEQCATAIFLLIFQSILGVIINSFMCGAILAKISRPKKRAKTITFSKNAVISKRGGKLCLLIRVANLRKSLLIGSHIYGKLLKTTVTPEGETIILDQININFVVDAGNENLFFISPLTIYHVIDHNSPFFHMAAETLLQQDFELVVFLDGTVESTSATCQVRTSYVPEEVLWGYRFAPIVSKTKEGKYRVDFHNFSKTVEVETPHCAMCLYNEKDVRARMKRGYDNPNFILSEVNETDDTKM
APP 5'UTR act – APP 5'UTR luciferase reporter activation. activation, % at 2 µM. AID 1276. 190,000 tested, 1% active. SH-SY5Y APP 5'UTR luciferase reporter, luminescence; zero percent = DMSO vehicle wells;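 active means activation above a set limit, based on mean plus 3 SD of controls, cut at about 140% in these data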; further: values of inactives mirror those of a sister screen read the other way
APP transl inh – APP translation inhibition. 190,000 tested, 0.82% active. inhibition, % at 2 µM. SH-SY5Y APP 5'UTR-luciferase reporter, luminescence;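 active means inhibition above a set limit, derived from the sample mean plus 3 SD, cut at about 45% in these data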; further: values of inactives mirror those of a sister screen read the other way
STAT1 act – increases IFN-gamma driven STAT1 reporter signal; 200,000 tested, 2.6% active; activation (% of control), % at 5.5 µM; AID 932; NIH 3T3 STAT1-luciferase reporter, luminescence; 100% = IFN-gamma alone, no compound;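 active means activation above the screen-wide mean activation plus 3 SD, cut at about 130% in these data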;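 further: raw ratio to IFN-gamma control signal so 100% means no change and 0% no light; values of inactives mirror those of a sister screen read the other way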
STAT3 inh – reduces IL-6 driven STAT3 reporter signal; AID 862; U3A cells, IL-6 STAT3-luciferase reporter, luminescence; host cell line lacks STAT1; inhibition, % at 5.5 µM; 190,000 tested, 0.89% active;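 active means inhibition above the mean inhibition across all screened compounds plus 3 SD, cut at about 44% in these data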;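 further: 0% = DMSO only wells and 100% = 100 µM nifuroxazide control wells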
Numbers without * were called inactive; x = not tested or not shown.

Sample of the layout, two compounds:
SMILES	FLuc inhib CS	NF-kB expr up	FLuc stim CS	STAT3 activator	STAT1 blocker	ROMK primary	APP 5'UTR act	APP transl inh	STAT1 act	STAT3 inh
COc1ccc(NC(=O)c2ccc3c(=O)n(-c4ccc(OC)cc4OC)c(=S)[nH]c3c2)c(OC)c1	-5	0.66	1.1	85	13	-0.52	-11	11	87	25
COc1ccc(C(=O)c2c(O)cc(-c3ccc(OC)cc3)oc2=O)cc1	27	1.2	0.7	102	3	-1	-7	7	97	3

All compounds of this part, repeating the preview:
SMILES	FLuc inhib CS	NF-kB expr up	FLuc stim CS	STAT3 activator	STAT1 blocker	ROMK primary	APP 5'UTR act	APP transl inh	STAT1 act	STAT3 inh
COc1ccc(NC(=O)c2ccc3c(=O)n(-c4ccc(OC)cc4OC)c(=S)[nH]c3c2)c(OC)c1	-5	0.66	1.1	85	13	-0.52	-11	11	87	25
COc1ccc(C(=O)c2c(O)cc(-c3ccc(OC)cc3)oc2=O)cc1	27	1.2	0.7	102	3	-1	-7	7	97	3
CCOc1ccccc1-c1nc(-c2ccc(NC(=O)Cc3ccccc3OC)cc2)no1	-4	0.55	1	86	1	x	-7	7	99	21
CN=C1SC(C(=O)O)CC(=O)N1C (configuration not stated)	-9	1.1	1.1	99	7	x	4	-4	94	11
CCOC(=O)COc1ccc(S(=O)(=O)N2CCN(c3ccc(F)cc3)CC2)cc1	-4	1.3	1	101	1	-0.022	x	x	102	-1
CCCCCCCC(=O)N/N=C/c1ccc(Br)cc1	-1	1.2	1	109	-4	x	24	-24	103	0
C#CCOC(=O)/C(=C/c1ccc(F)cc1)NC(C)=O	-5	1.1	1.1	92	8	x	10	-10	93	14
O=C(O)c1cc2c(N3CCC(Cc4ccccc4)CC3)ncnc2s1	-7	1.4	1.1	114	-4	0.85	-3	3	103	-3
COC(=O)c1ccc(C)c(NC(=O)CCSc2ccccc2)c1	-8	1	1.1	101	-3	0.29	-8	8	102	6
Cc1cc(N2CCC(C)CC2)n2nc(C)c(-c3ccccc3)c2n1	-4	1.1	1	107	2	0.14	-4	4	98	-6
CC(/C=C1\SC(=S)N(CC(=O)N2CCN(c3ccccc3)CC2)C1=O)=C\c1ccccc1	-4	1	1	101	5	-0.031	-15	15	95	-3
CCN(CC)c1nc(Oc2ccc(=O)[nH]n2)nc(N2CCOCC2)n1	-2	1	1	89	10	0.19	-4	4	91	15
O=C(NNS(=O)(=O)c1ccc(F)cc1)c1cnccn1	-4	0.93	1	108	-9	1.4	4	-4	106	-6
COc1ccc(C(=O)N2CCN=C2SCc2cccnc2)cc1OC	-1	0.98	1	103	6	x	17	-17	95	5
C=C(C)c1cccc(C(C)(C)NC(=O)NCc2cccnc2)c1	-2	1	1	104	-11	0.024	27	-26	108	0
CCOC(=O)c1ccc(S(=O)(=O)N2CCN(C3CCCC3)CC2)cc1	-2	0.97	1	96	5	-0.52	-12	12	94	8
COC(=O)[C@H](Cc1ccccc1)NC(=O)O[C@H]1C(=O)c2ccc(OC)cc2O[C@@H]1c1ccc2c(c1)OCO2	-3	1.5	1	100	-5	1.1	4	-4	104	-2
CC(Oc1ccccc1)C(=O)Nc1ccc(S(=O)(=O)N2CCOCC2)cc1 (configuration not stated)	-7	1.2	1.1	96	-6	0.6	8	-8	106	8
O=C(NC1CC1)c1ccc2snnc2c1	-5	1.1	1	105	4	1.1	-19	19	96	-1
CC(C)(C)c1ccc(S(=O)(=O)NCc2ccc(C(=O)NCc3ccccn3)cc2)cc1	0	1.1	1	106	5	x	2	-2	96	-2
CCc1ccc(C2=NNC(=Nc3c(C)n(C)n(-c4ccccc4)c3=O)SC2)cc1	-2	0.81	1	100	-3	-0.19	-9	9	102	1
CN1C(=O)/C(=C/c2ccc(-c3ccccc3[N+](=O)[O-])o2)SC1=Nc1ccc(Cl)c(C(=O)O)c1	1	1.4	1	116	2	x	23	-23	98	-25
O=C(CSc1n[nH]c(-c2ccccc2O)n1)N1CCOCC1	34	x	0.7	102	-13	x	16	-16	110	3
CCN(CC)S(=O)(=O)c1ccc(NC(=O)C2CCCN(C(=O)c3ccc(Cl)cc3)C2)cc1 (configuration not stated)	-7	0.73	1.1	105	-5	x	17	-17	104	-6
O=C(CSc1nnc(-c2ccco2)n1CC1CCCO1)NC1CCCC1 (configuration not stated)	-5	1.1	1.1	99	1	x	4	-4	99	6
COC(=O)c1ccc(CN2CCC(CO)(Cc3ccccc3Cl)CC2)cc1	-1	1.2	1	104	4	x	7	-7	95	-1
Cc1ccc2nc3c(c(N)c2c1)CCN3c1ccccc1	-4	1.2	1	86	0	x	13	-13	100	20
CCOC(=O)N1CCN(C(=O)c2cccc(F)c2)CC1	-6	1.1	1.1	105	1	-0.98	7	-7	99	2
C=CCn1c(C)cc(C(=O)CN2C(=O)c3ccccc3C2=O)c1C	57*	1.4	0.4	80	-21	x	70	-70	119	31
COc1cc(OC)c(NS(=O)(=O)c2cccc(C(=O)OCC(=O)NCC3CCCO3)c2)cc1Cl (configuration not stated)	-8	1	1.1	97	-3	-0.54	-12	12	101	5
O=C(CSCc1ccccc1)Nc1ccc(F)cc1F	0	1.4	1	95	-11	-0.12	16	-16	108	12
CCOc1ccc(OCC)c(C2C(C#N)=C(N)N(c3cccnc3)C3=C2C(=O)CC(C)(C)C3)c1 (configuration not stated)	-2	0.82	1	102	-2	0.49	-7	7	102	1
O=C(NC(=S)Nc1ccccc1C(F)(F)F)c1ccccc1F	-4	1.7	1	102	-21	x	14	-14	118	2
Cc1nnc(N2CCOCC2)c2ccccc12	-8	1.1	1.1	98	-1	-0.43	9	-9	101	6
COc1cccc(/C(C)=N/NC(=O)c2ccc(N(C)C)cc2)c1	16	2.5	0.8	103	-24	0.17	35	-35	121	5
CN(C)CCNC(=O)/C(=C/c1ccc(-c2ccc(Cl)cc2)o1)NC(=O)c1ccccc1	-2	1	1	95	-9	-4.4*	18	-18	108	7
O=C(CSc1nc2cc(Cl)ccc2s1)NC1CCCc2ccccc21 (configuration not stated)	-5	1.1	1	93	6	-0.63	-7	7	94	9
O=C1C(=O)N(CC(=O)N2CCCC2)c2ccccc21	-4	0.95	1	100	2	0.37	7	-7	96	7
COCCN1C(=O)c2ccccc2C(C(=O)N2CCN(c3ccccc3)CC2)C1c1ccc(F)cc1 (configuration not stated)	-5	0.75	1.1	100	-5	0.068	14	-14	104	6
CNc1ccc(/C=C/C(=O)c2ccc3c(c2)OCCO3)cc1[N+](=O)[O-]	17	1.7	0.8	99	0	0.89	-12	12	100	3
O=C(CCN1CCN(CC(=O)Nc2ccccc2Cl)CC1)Nc1ccccc1F	0	1	1	107	-2	0.42	15	-15	101	-5
CS(=O)(=O)NCCCc1ccccc1	-9	1.2	1.1	99	3	x	22	-22	98	1
O=C(N/N=C/c1ccncc1)c1ccc(COc2cccc3cccnc23)cc1	-5	0.66	1	100	-1	-0.81	-16	16	101	2
CCOc1ccccc1N(C)C(=O)C1CCN(S(=O)(=O)c2cccc3nonc23)CC1	-4	0.8	1	111	6	0.32	-63	63*	95	-4
O=C(c1cnn(C(=O)c2cccc(S(=O)(=O)N3CCOCC3)c2)c1)c1ccccc1O	-5	1.3	1	96	-1	-0.28	-16	16	98	7
O=C1N(CN2CCN(Cc3ccccc3)CC2)c2ccccc2C12OCCCO2	-6	1	1.1	102	-4	0.14	-22	22	102	-1
NNC(=O)c1nc[nH]c1C(=O)Nc1ccccn1	-2	1	1	98	9	0.53	-5	5	91	2
Cc1ccc2nc(SCn3nnc4ccccc4c3=O)[nH]c2c1	12	3.8*	0.9	124	-70	x	175*	-175	163*	-24
Brc1ccc(/C=N/Nc2ccc3ccccc3n2)cc1	16	3.3	0.8	99	-28	x	30	-30	126	2
O=C(CCc1nnc(C2CCCCC2)o1)NCCCOc1cccnc1	-7	1.1	1.1	97	-1	1.2	12	-12	99	8
CCN(CC)CCOC(=O)c1ccc(Cl)cc1Cl	-3	1	1	92	-4	-0.91	9	-8	103	15
S=C(Nc1ccccc1)Nc1ccc(OCc2ccccc2)cc1	-2	1.2	1	93	-1	x	5	-5	101	18
CCOC(=O)CC(=O)Nc1c(C)cc(C)cc1C	4	1.1	1	98	2	x	30	-30	98	7
Cc1nnc(-c2cccc(Br)c2)c2cn(-c3cccc(Br)c3)nc12	-2	0.75	1	90	-1	-0.17	-6	6	101	17
CCc1ccc(NC(=O)CSc2nnc(-c3cnccn3)n2Cc2ccco2)cc1	0	0.9	1	103	-1	x	-1	1	101	1
Cc1noc(NC(=O)c2cccc(C(F)(F)F)c2)c1Cl	-6	1.4	1.1	97	-2	-0.16	-5	5	100	10
CC(C)COC(=O)N1CCCC1C(=O)Nc1nccs1 (configuration not stated)	-4	1	1	102	1	0.27	-2	2	99	-1
CCC(=O)Nc1c(C)nn(C(=O)CC)c1C	-4	1.1	1	103	-8	x	11	-11	107	6
Cc1ccc(NC(=O)COC(=O)CNC(=O)c2ccc(Br)cc2)c(C)c1	-2	1.1	1	93	0	1.2	-18	18	100	12
CCCOc1nc2c(c(=O)n(C)c(=O)n2C)n1Cc1cccc2ccccc12	-5	0.56	1.1	76	12	-1.4	17	-17	89	34
(cont.)
SMILES	FLuc inhib CS	NF-kB expr up	FLuc stim CS	STAT3 activator	STAT1 blocker	ROMK primary	APP 5'UTR act	APP transl inh	STAT1 act	STAT3 inh
Cc1cccc(NC(=S)NC(C)CCc2ccccc2)c1 (configuration not stated)	-4	1	1	99	-1	x	3	-3	101	-4
CCCN(CCC)CCCNC(=S)Nc1ccc2nc3n(c(=O)c2c1)CCCCC3	-6	1.1	1.1	106	7	x	-8	8	93	-7
COc1ccc(N2CCN(c3ccc([N+](=O)[O-])nc3)CC2)cc1	-3	x	1	80	-15	2.6	-2	2	112	27
Cc1ccc(NNC(=S)Nc2ccc(C(C)C)cc2)c(C)c1	3	1.2	1	100	0	0.022	27	-27	100	4
c1ccc(CN=C2NN=C(c3cc4ccccc4o3)CS2)cc1	-2	1.4	1	102	-12	-0.053	18	-18	111	2
Cc1ccc(C2=NN3C(C(=O)c4ccccc4)Oc4ccccc4C3C2)cc1 (configuration not stated)	-9	1.1	1.1	111	1	x	20	-20	99	-8
COC(=O)C1=C(C)NC(=O)/C1=C\c1ccco1	-4	1.1	1	83	-6	x	4	-4	106	25
Cc1ccc2cc(S(=O)(=O)NCCC(=O)O)ccc2c1	1	1.2	1	110	2	-0.18	-24	24	102	-11
COc1cccc(NC(=O)N2CCN(C(=O)C(Cc3ccc(OC)c(OC)c3)NC(C)=O)CC2)c1 (configuration not stated)	-8	1	1.1	102	5	x	-4	4	96	2
CCc1nc(N)c(C#N)c(-c2ccncc2)c1C	-5	1.3	1	94	17	-0.18	10	-10	84	10
COC(=O)c1ccc(CN2C(=O)NC3(CCC(C)CC3)C2=O)o1 (configuration not stated)	-3	1.1	1	103	3	0.2	-3	3	97	1
COc1ccc(-c2nc(-c3ccccc3)nc(N3CCN(C)CC3)c2C#N)cc1	-5	0.91	1	85	-6	x	-13	13	105	21
COc1ccc(C2=Nn3c(nnc3-c3ccco3)SC2)cc1OC	-6	0.64	1.1	125	6	x	4	-4	95	-27

Hits appear at their usual frequency. About 7.1% of those tested had a hit in this group.
